Source: PubChem
MEKK3 PB1 HTS: MEKK3-MEK5 PB1 interaction, increase or decrease; Q99759; hit rate 1.4% among 290,000; bead-based flow cytometry, Alexa488-MEK5 binding to MEKK3; actives lie on both sides; 0 = blocked by unlabeled MEK5, 100 = vehicle; binding response (% of control), % at 10 µM; AID 1529;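 active means binding response more than 3 SD above or below the average of its plate-row segment, actives on both sides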;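 further: Alexa488 bead fluorescence after subtracting the streptavidin-only scavenger bead signal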
Target sequence (Q99759 whole entry, looked up): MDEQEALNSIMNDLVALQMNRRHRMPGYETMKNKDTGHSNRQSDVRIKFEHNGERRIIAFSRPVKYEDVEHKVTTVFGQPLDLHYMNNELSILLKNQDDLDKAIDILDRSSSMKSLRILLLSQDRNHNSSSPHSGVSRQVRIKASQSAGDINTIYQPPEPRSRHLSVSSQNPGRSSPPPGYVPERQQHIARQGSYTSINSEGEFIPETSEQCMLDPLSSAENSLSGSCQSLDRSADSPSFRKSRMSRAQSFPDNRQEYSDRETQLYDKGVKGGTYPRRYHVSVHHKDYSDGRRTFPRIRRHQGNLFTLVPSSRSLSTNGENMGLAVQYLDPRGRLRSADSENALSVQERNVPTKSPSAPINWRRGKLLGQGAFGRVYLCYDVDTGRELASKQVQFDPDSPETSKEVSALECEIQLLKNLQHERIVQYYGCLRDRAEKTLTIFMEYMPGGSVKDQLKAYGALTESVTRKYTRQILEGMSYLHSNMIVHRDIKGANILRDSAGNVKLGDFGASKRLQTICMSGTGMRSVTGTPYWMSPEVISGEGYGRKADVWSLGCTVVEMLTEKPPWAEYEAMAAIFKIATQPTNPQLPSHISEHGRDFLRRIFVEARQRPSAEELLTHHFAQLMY
IDE act: IDE (human) activation, cell-based; P14735; HEK cells, FAbeta-B cleavage, fluorescence polarization; 0% vehicle, 100% cell-free pure enzyme wells; activation, % at 5.96 µM; hit rate 0.073% among 340,000; AID 493087;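 active means activation above the mean of all tested compounds plus 3 SD, set per screening campaign, cut at about 17% in these data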
VIM-2 inh: inhibitors of Pseudomonas aeruginosa VIM-2 metallo-beta-lactamase; inhibition, % at 5.6 µM; hit rate 0.89% among 290,000; AID 1527; purified VIM-2, nitrocefin hydrolysis, epi-absorbance fluorescence;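 active means inhibition above the mean of all tested compounds plus 3 SD, cutoff set per screening run, cut at about 7.5% in these data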;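 further: red hydrolysis product quenches plate fluorescence so inhibitors raise well fluorescence; 0% = enzyme with DMSO and 100% = DMSO without enzyme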
HCV NS3 hel inh: inhibitors of Hepatitis C virus NS3 helicase; hit rate 0.56% among 290,000; NS3 helicase DNA unwinding, Cy5 molecular beacon fluorescence; inhibition, % at 10.9 µM; AID 1800;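 active means inhibition above the mean of all tested compounds plus 3 SD, set per campaign, cut at about 35% in these data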;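 further: 0% = DMSO wells and 100% = thioflavine S control wells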
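Test system: hepatitis C virus NS3 helicase domain fragment enzyme. Also added: annealed dual-labelled DNA beacon duplex, ATP-started. Timing: 60 min unwinding reaction at 25 °C after ATP addition. Technique: Cy5 fluorescence. Measure: % inhibition of unwinding.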
IMP-1 inhibitor: inhibitors of Pseudomonas aeruginosa IMP-1 metallo-beta-lactamase; purified IMP-1, nitrocefin hydrolysis, epi-absorbance fluorescence; inhibition, % at 5.6 µM; hit rate 0.45% among 290,000; AID 1556;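 active means inhibition above the mean plus 3 SD of all compounds in the same screening run, cut at about 4.5% in these data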;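 further: 0% = IMP-1 with DMSO and 100% = DMSO wells lacking enzyme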
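System: purified IMP-1; amount: IMP-1 0.2 nM before substrate addition; compound: single dose, 5.6 µM; times: 25 °C, 15 min preincubation, 25 min reaction; signal: Epi-absorbance via hydrolysed-nitrocefin quenching of white-plate fluorescence, 480/530 nm, EDTA stop; benchmarks: DMSO with and without IMP-1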
SUMO HTRF inh: SUMOylation inhibition. hit rate 0.36% among 290,000. inhibition, % at 35 µM. AID 2006. HTRF SUMOylation assay, SAE1/SAE2 + UBC9, in vitro; in the data active means inhibition above about 50%, passing the limit was not always enough; further: strong numbers were not always called active
Target sequence (P63279 whole entry, looked up): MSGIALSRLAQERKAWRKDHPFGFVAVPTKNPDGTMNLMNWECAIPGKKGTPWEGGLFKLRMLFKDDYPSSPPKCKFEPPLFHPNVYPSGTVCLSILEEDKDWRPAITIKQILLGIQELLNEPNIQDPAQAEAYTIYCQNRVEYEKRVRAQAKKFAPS
p-CIP stab down: lowers stability of the mouse p/CIP coactivator protein; F442A p/CIP-EGFP cells, EGFP fluorescence, 16 h; decrease of EGFP signal, % at 10 µM; hit rate 0.01% among 290,000; AID 1984;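 active means EGFP signal decrease of at least 30% at 10 µM or well 3 SD below plate mean, unless failing retest; inactive means the rest, including hits failing retest or dose response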; further: some compounds called inactive have numbers as strong as hits; many of its hits are not listed in these tables
FID counter: fluorescent intercalator displacement, NS3 helicase counter-screen. DNA fluorescent intercalator displacement, fluorescence. inhibition, % at 7.9 µM. hit rate 0.17% among 290,000. AID 1845; in the data active means inhibition above about 37%;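 further: 0% = vehicle and 100% = reference compound; higher means more ethidium bromide displaced from hairpin DNA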
PHOSPHO1 inh: PHOSPHO1 (human) inhibition; recombinant PHOSPHO1, absorbance phosphatase assay; inhibition, % at 13.3 µM; AID 1565; hit rate 1.1% among 290,000; Q8TCT1; in the data active means inhibition above about 60%
Target sequence (Q8TCT1 whole entry, looked up): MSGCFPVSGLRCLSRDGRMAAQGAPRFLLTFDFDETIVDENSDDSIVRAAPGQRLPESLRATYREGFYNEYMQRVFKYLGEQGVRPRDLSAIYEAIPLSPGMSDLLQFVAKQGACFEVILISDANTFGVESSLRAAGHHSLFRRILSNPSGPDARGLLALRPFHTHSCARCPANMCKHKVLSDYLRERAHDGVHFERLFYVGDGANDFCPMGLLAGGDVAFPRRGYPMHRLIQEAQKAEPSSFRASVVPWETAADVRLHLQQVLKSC
Numbers without * were called inactive; . = not tested or not shown; & = joins results of further samples. A portion of the library, so the mix of outcomes need not match the whole.

SMILES | MEKK3 PB1 HTS | IDE act | VIM-2 inh | HCV NS3 hel inh | IMP-1 inhibitor | SUMO HTRF inh | p-CIP stab down | FID counter | PHOSPHO1 inh
COC(=O)Cc1csc(NCc2ccccc2)n1 | 102 | 0 | -1.8 | -1 | -1.6 | -4 | 2 | -10 | 16
CCOc1ccc(OCC)c(S(=O)(=O)NCc2ccc3c(c2)OCO3)c1 | 106 | -2 | . | . | . | 8 | -5 | . | -5
Cc1ccc(Cl)cc1N1CCN(C(=O)c2cccc3c(=O)c(C)c(-c4ccccc4)oc23)CC1 | 132 | -16 | 1.2 | 4 | -2.8 | -20 | -17 | -2 | -17
CN(C)S(=O)(=O)c1ccc(C(=O)Nc2ccc(S(=O)(=O)NC3=NCCCCC3)cc2)cc1 | 107 | 0 | 0.3 | -2 | -0.2 | 22 | -11 | -20 | 5
COc1cccc(OCC(O)CN2CCN(c3ccccc3)CC2)c1 (stereo not given) | 99&88 | 0&2 | -3.6&0.0 | -2&-2 | -3.0&-1.1 | -12&10 | 3&1 | -9&1 | 11&25
NC(=O)c1ccsc1NC(=O)c1coc2ccccc2c1=O | 100 | 0 | -2.6 | 8 | -1.9 | 14 | -6 | 0 | 25
Cc1nc(C)c(-c2csc(Nc3ccc(C(=O)O)c(O)c3)n2)s1 | 100 | -2 | -1.8 | 19 | -3.3 | 7 | 3 | -29 | 19
CCOc1cc(C2C(C#N)=C(N)SC(N)=C2C#N)ccc1OCCN1CCOCC1 | 98 | 1 | 4.7 | -22 | 0.0 | 4 | -7 | -11 | 59
COc1cc(CNCc2cccnc2)ccc1OCC(=O)NC(C)(C)C | 91 | -4 | -3.2 | 7 | -4.8 | 11 | -27 | 10 | 45
COc1ccccc1NS(=O)(=O)c1ccc(NN=C2CCCCC2)c([N+](=O)[O-])c1 | 95 | 4 | -2.3 | -1 | -0.7 | -8 | 5 | 5 | 5
Cc1cc(NC(=O)c2ccccc2Cl)ccc1NC(=O)c1ccccc1Cl | 104 | 0 | 0.5 | 7 | -2.3 | -1 | -11 | -12 | 51
CCn1cc(CNC(=O)c2ccc(C)s2)cn1 | 90 | 11 | -2.2 | 1 | -2.0 | 11 | -12 | -1 | 50
CCCCc1cc(=O)oc2cc(C)cc(OCC(=O)Nc3ccccn3)c12 | 105 | 6 | -0.6 | 2 | -2.9 | 22 | 10 | -18 | 34
CC(C)c1cccc(C(C)C)c1NC(=O)CN1CCCC1 | 101 | 6 | -2.1 | 6 | -2.8 | -10 | -16 | -3 | 43
N#Cc1cnn2c(-c3cccc(C(F)(F)F)c3)ccnc12 | 106 | . | -2.8 | 9 | -5.5 | 8 | -4 | -2 | 27
Cc1cc2cc(CNC(=O)Cc3ccc([N+](=O)[O-])cc3)ccc2[nH]1 | 98 | -2 | 0.0 | -4 | -3.0 | -8 | 1 | 6 | 21
N#C/C(=C\c1ccc(-c2cccc([N+](=O)[O-])c2)o1)c1nnc(N2CCOCC2)n1-c1ccccc1 | 110 | . | -4.0 | -4 | -2.5 | 14 | 4 | -4 | -19
CCOC(=O)C1(CC2CCCCO2)CCN(S(=O)(=O)c2cc(C)cs2)CC1 (stereo not given) | 96 | -1 | -3.5 | 2 | -3.5 | 6 | -17 | -34 | 18
Nc1nc(-c2ccco2)nn1C(=O)c1ccc(Cl)cc1 | . | -3 | -1.1 | -7 | -1.2 | -6 | -23 | -5 | 32
Nc1nc(N)c2sc3nc(C(F)(F)F)cc(C(F)(F)F)c3c2n1 | 96 | -1 | 0.1 | -3 | -4.3 | 1 | -3 | 7 | -6
CC(C)(C)NC(=O)CN(C(=O)c1snc(C(=O)NC2CCCCC2)c1N)c1ccc(F)cc1 | 103 | 5 | -0.8 | -23 | -2.0 | 0 | -4 | -32 | 28
CCN1CCN(Cc2cc(=O)oc3ccc(C)cc23)CC1 | 104 | 5 | -1.6 | 9 | -3.6 | 8 | -13 | 4 | 29
CCOCCCN(C(=O)Cn1nnc(-c2ccc(C)o2)n1)C(C(=O)NCC1CCCO1)c1ccc(F)cc1 (stereo not given) | 96 | 4 | -4.4 | 15 | -2.2 | 17 | -21 | -39 | 25
O=C(C(=O)N1CCCC1CO)N1CCCC1CO (stereo not given) | 100 | 3 | -5.0 | 2 | -3.1 | 2 | 7 | 2 | 8
O=C(CCCCl)Nc1nc(-c2ccc3c(c2)OCCO3)cs1 | 103 | -1 | -3.3 | -21 | -0.4 | 1 | -6 | -7 | 35
Cc1cc(C)cc(CC(Cc2nc3ccccc3[nH]2)c2nc3ccccc3[nH]2)c1 (stereo not given) | 97 | 3 | -0.1 | -32 | -3.5 | -72 | -3 | 12 | 40
CC1CCCC(C)N1C(=O)CSc1nc2ncnc(N)c2[nH]1 (stereo not given) | 107 | -1 | -1.8 | 2 | -4.0 | 12 | 4 | -4 | -9
Cc1cccc(S(=O)(=O)N(CC(=O)Nc2ccccc2C)Cc2ccco2)c1 | 96 | -1 | 0.6 | 0 | -1.6 | -7 | 0 | -26 | 5
CCC(C)NC(=O)c1ccc(CSCc2ccc(Cl)cc2)o1 (stereo not given) | 105 | -2 | -2.2 | 13 | -1.9 | -4 | -25 | -35 | 54
Cc1c(CCC(=O)O)c(=O)oc2cc3occ(-c4ccccc4)c3cc12 | 95 | 2 | 2.6 | -7 | -1.2 | 29 | -5 | -28 | 27
Cc1ccc[n+](CC(=O)Nc2ccc([N+](=O)[O-])cc2Cl)c1 | 100 | 3 | -2.6 | 4 | -2.0 | 1 | -10 | 4 | 29
FC(F)(F)c1ccccc1NC(=S)N1CCN(c2ncccn2)CC1 | 105 | 0 | -1.6 | 3 | -2.2 | 0 | -3 | -3 | 22
CC(c1c(O)c2ccccc2[nH]c1=O)C1(C)CCC(O)C(C)(C)O1 (stereo not given) | 100 | 3 | -1.8 | 9 | -0.8 | -3 | -1 | -20 | 16
O=C(c1ccnc(Cl)c1)N1CCCC(Nc2ccc(F)cc2)C1 (stereo not given) | 104 | -4 | 0.2 | -3 | -0.5 | 0 | 9 | -6 | 5
COc1cc(NC(=O)CCS(=O)(=O)c2ccc3c(c2)n(C)c(=O)c(=O)n3C)cc(OC)c1 | 98 | 4 | 2.6 | 7 | 0.7 | -6 | -5 | 2 | -46
CC(=O)Nc1ccc(NC(=S)NC(=O)/C=C/c2ccc(Cl)cc2)cc1 | 91 | -5 | 1.6 | 0 | 0.7 | 14 | -1 | 1 | -20
COc1ccc(Nc2nc(C)nc3c2nnn3Cc2ccccc2)cc1OC | 105 | 0 | 2.2 | -6 | -1.6 | 19 | 17 | -25 | -11
Cc1nc(SCC(=O)NCCc2ccccc2)c2oc3ccccc3c2n1 | 101 | 3 | -2.2 | 1 | -1.3 | 2 | -36 | 5 | -10
CC(C)(C)c1ccc(SCCc2ccncc2)cc1 | 91 | -1 | -2.2 | -16 | -1.0 | 10 | -3 | -18 | 14
CCOc1ccc(Br)cc1S(=O)(=O)Nc1ccc(NC(=O)c2ccccc2C)cc1 | 99 | 3 | 1.2 | -5 | -1.6 | -22 | -10 | -7 | -8
O=C(Nc1ccnn1C1CCN(Cc2ccccc2OCCO)CC1)c1cccc(F)c1 | 104 | -1 | -1.4 | -24 | -3.8 | -1 | -6 | 6 | -5
COc1ccccc1CCNC(=O)C(=O)NCC1OCCN1C(=O)c1ccc(Cl)cc1 (stereo not given) | 100 | 4 | -1.5 | 10 | -2.9 | 12 | -15 | -41 | 58
Cc1ccc(-n2nc(C)c(Sc3ccccc3[N+](=O)[O-])c2N)cc1 | 106 | -4 | -3.3 | -7 | -3.4 | -1 | -7 | -3 | -20
Cc1ccc(O)c(NC2=C(Cl)C(=O)N(Cc3ccccc3)C2=O)c1 | 93 | -5 | -0.9 | 30 | -3.1 | -18 | -1 | -26 | -54
O=[N+]([O-])c1ccc(NCCNS(=O)(=O)c2ccccc2)c(C(F)(F)F)c1 | 96 | 0 | -0.8 | -3 | -1.6 | -14 | -23 | 11 | -5
Cc1ccc(OCc2nc(-c3ccc(-n4cccc4)cc3)no2)cc1C | 105 | 3 | 0.9 | -6 | -0.6 | 8 | -6 | 3 | -7
CCc1ccc(-c2nc(-c3ccncc3)no2)cc1 | 105 | 1 | -1.3 | 0 | 2.4 | 2 | -11 | 2 | 3
NC(=O)CC1NC(=O)c2cc([N+](=O)[O-])cc(I)c2OCCC(C(N)=O)NC(=O)[C@@H]2CCCN2C1=O (stereo not given in full) | 104 | . | -3.0 | -3 | -0.4 | 11 | -7 | 0 | 8
O=C(N/N=C/c1cccnc1)c1ccc(NC(=O)c2ccc(Cl)cc2)cc1 | 100 | -8 | -0.9 | -12 | -0.7 | 10 | 2 | -25 | 20
Cc1cc(NC(=O)CCNS(=O)(=O)c2cc(Br)cnc2N)ccc1Br | 96 | -3 | -0.9 | -3 | -0.2 | -14 | -2 | 1 | -26
CC(C)Cc1nc(Cl)c(C#N)c2c1CCC2 | 106 | -5 | -1.4 | -6 | -1.9 | 6 | -1 | 1 | 24
CCCn1c(=O)c2ccccc2n2c(SCCOc3ccc(Cl)cc3)nnc12 | 111 | 4 | -0.5 | 1 | -3.0 | 0 | 7 | -6 | 22

Another view of 3 compounds above.
CN(C)S(=O)(=O)c1ccc(C(=O)Nc2ccc(S(=O)(=O)NC3=NCCCCC3)cc2)cc1
  MEKK3 PB1 HTS: 107; IDE act: 0; VIM-2 inh: 0.3; HCV NS3 hel inh: -2; IMP-1 inhibitor: -0.2; SUMO HTRF inh: 22; p-CIP stab down: -11; FID counter: -20; PHOSPHO1 inh: 5
COc1cccc(OCC(O)CN2CCN(c3ccccc3)CC2)c1 (stereo not given)
  MEKK3 PB1 HTS: 99&88; IDE act: 0&2; VIM-2 inh: -3.6&0.0; HCV NS3 hel inh: -2&-2; IMP-1 inhibitor: -3.0&-1.1; SUMO HTRF inh: -12&10; p-CIP stab down: 3&1; FID counter: -9&1; PHOSPHO1 inh: 11&25
NC(=O)c1ccsc1NC(=O)c1coc2ccccc2c1=O
  MEKK3 PB1 HTS: 100; IDE act: 0; VIM-2 inh: -2.6; HCV NS3 hel inh: 8; IMP-1 inhibitor: -1.9; SUMO HTRF inh: 14; p-CIP stab down: -6; FID counter: 0; PHOSPHO1 inh: 25

Some of these compounds in order of length of the SMILES, ascending:
SMILES | MEKK3 PB1 HTS | IDE act | VIM-2 inh | HCV NS3 hel inh | IMP-1 inhibitor | SUMO HTRF inh | p-CIP stab down | FID counter | PHOSPHO1 inh
CCOc1cc(C2C(C#N)=C(N)SC(N)=C2C#N)ccc1OCCN1CCOCC1 | 98 | 1 | 4.7 | -22 | 0.0 | 4 | -7 | -11 | 59
Cc1cc2cc(CNC(=O)Cc3ccc([N+](=O)[O-])cc3)ccc2[nH]1 | 98 | -2 | 0.0 | -4 | -3.0 | -8 | 1 | 6 | 21
COc1ccccc1NS(=O)(=O)c1ccc(NN=C2CCCCC2)c([N+](=O)[O-])c1 | 95 | 4 | -2.3 | -1 | -0.7 | -8 | 5 | 5 | 5
N#C/C(=C\c1ccc(-c2cccc([N+](=O)[O-])c2)o1)c1nnc(N2CCOCC2)n1-c1ccccc1 | 110 | . | -4.0 | -4 | -2.5 | 14 | 4 | -4 | -19
